NSD2 HMT inh – NSD2 (human) methyltransferase inhibition; NSD2 peptide methylation, AlphaScreen, 120 min; inhibition, % at 12.5 µM; 310,000 compounds, 0.54% hits; AID 743445; in the data active = inhibition above about 50%
Wnt bcat act – activators of Wnt/beta-catenin signaling. Wnt/beta-catenin reporter cell assay, activator, plate reader. activation, % at 9.35 µM. 300,000 compounds, 1.2% hits. AID 743398; in the data active = activation above about 30%, passing the limit was not always enough; inconclusive = no clear call, values can overlap the other calls;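 note: 0% = neutral control wells and 100% = positive control wells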
PvdQ acylase – P. aeruginosa PvdQ acylase inhibition; purified PvdQ acylase, fluorescence plate reader; inhibition, % at 10 µM; 340,000 compounds, 0.063% hits; AID 488965; in the data active = inhibition above about 30%, passing the limit was not always enough; inconclusive = no clear call, values can overlap the other calls;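 note: 0% = vehicle neutral wells and 100% = reference inhibitor wells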
MITF act – activators of MITF-driven TRPM1 promoter activity in SK-MEL-5 cells. activation, % at 12.5 µM. 300,000 compounds, 0.75% hits. SK-MEL-5 TRPM1-promoter luciferase, 24 h; % of positive control, neutral wells = 0;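 active = mean activation of at least 80% with every replicate also reaching 80%; inconclusive = mean reaches 80% but some replicate falls short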;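 note: 0% = neutral control wells and 100% = parthenolide positive control wells; values of inactives mirror those of a sister screen read the other way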
CDK5 p35 inh – inhibitors of human CDK5/p35 kinase; Q00535+Q15078; Recombinant CDK5/p35, ADP-Glo luminescence, 60 min; inhibition, % at 10 µM; 330,000 compounds, 0.01% hits;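 active = highest replicate inhibition of at least 50% and at least 75% of replicates reaching 50%; inconclusive = only one of the two criteria met; inactive = both criteria failed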;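 note: plate controls were DMSO neutral control for no effect and GW8510 at 10 µM for full effect; many of its hits are not listed in these tables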
Target sequence (Q00535 whole entry, looked up): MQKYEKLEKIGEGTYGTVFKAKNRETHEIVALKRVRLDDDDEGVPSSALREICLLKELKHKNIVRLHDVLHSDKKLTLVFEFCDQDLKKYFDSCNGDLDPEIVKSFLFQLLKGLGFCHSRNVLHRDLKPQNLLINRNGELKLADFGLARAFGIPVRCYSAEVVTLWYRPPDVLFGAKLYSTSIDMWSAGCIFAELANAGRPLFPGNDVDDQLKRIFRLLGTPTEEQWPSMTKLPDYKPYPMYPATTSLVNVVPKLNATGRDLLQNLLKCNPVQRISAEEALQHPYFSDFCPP
Target sequence (Q15078 whole entry, looked up): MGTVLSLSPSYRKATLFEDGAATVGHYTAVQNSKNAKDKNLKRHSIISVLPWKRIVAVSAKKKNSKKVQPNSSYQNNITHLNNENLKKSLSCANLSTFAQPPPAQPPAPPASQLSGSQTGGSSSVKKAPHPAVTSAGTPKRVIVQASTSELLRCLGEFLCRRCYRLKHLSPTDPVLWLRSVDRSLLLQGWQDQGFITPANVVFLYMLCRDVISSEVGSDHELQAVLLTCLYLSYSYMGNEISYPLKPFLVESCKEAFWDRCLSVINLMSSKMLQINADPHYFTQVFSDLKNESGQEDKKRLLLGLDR
HTR5A inv ctr – counter-screen for OPRM1-OPRD1 inverse agonists: human HTR5A inverse agonism. HTR5A cell line, luminescence. inhibition, % at 9.3 µM. 340,000 compounds, 0.083% hits; in the data active = inhibition mostly above about 23%, no sharp cut-off; inactive = mostly below about 18%;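 note: 0% = cells with DMSO and 100% = no-cell wells with DMSO; some compounds called inactive have numbers as strong as hits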
HTR5A ag ctr – activates human HTR5A in OPRM1-OPRD1 agonist counter-screen. HTR5A agonist assay, luminescence, cell-based. activation, % at 9.3 µM. 340,000 compounds, 0.61% hits. AID 504692; in the data active = activation mostly above about 9.5%, no sharp cut-off; inactive = mostly below about 7.6%;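 note: 0% = cells with vehicle only and 100% = reference agonist; strong numbers were not always called active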
SR-BI HDL uptake – mouse SR-BI HDL lipid transfer inhibition; Q61009; ldlA[mSR-BI] CHO cells, DiI-HDL uptake fluorescence, 3 h; inhibition, % at 12.5 µM; 320,000 compounds, 0.96% hits;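 active = mean replicate inhibition of at least 70% and a set share of replicates each scoring 70 or more; inconclusive = meets just one of the two criteria; inactive = fails both criteria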;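 note: 0% = median of neutral control wells and 100% = median of positive control wells; values of inactives mirror those of a sister screen read the other way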
V-ATPase pHluor – regulators of yeast V-ATPase proton transport; 350,000 compounds, 0.37% hits; S. cerevisiae, pHLuorin cytosolic pH fluorescence; response, % at 10 µM; in the data active = response mostly above about 7.3%, no sharp cut-off; inactive = mostly below about 5.4%; note: actives read high; inactives centre near 0; some compounds called inactive have numbers as strong as hits; reference of the scale not given here
dFosB act – enhances mouse delta FosB homodimer DNA binding. P13346. purified delta FosB, TAMRA-CDK5 oligo fluorescence polarization; percent of positive-control signal above neutral wells. activation, % at 25 µM. 340,000 compounds, 0.99% hits;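 active = mean activation above about 17%, with every replicate also reaching it, limit read from the data, passing the limit was not always enough; inconclusive = only one of the two conditions met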;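 note: fluorescence polarization rise as delta FosB binds a TAMRA Cdk5 AP-1 oligo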
Target sequence (P13346 whole entry, looked up): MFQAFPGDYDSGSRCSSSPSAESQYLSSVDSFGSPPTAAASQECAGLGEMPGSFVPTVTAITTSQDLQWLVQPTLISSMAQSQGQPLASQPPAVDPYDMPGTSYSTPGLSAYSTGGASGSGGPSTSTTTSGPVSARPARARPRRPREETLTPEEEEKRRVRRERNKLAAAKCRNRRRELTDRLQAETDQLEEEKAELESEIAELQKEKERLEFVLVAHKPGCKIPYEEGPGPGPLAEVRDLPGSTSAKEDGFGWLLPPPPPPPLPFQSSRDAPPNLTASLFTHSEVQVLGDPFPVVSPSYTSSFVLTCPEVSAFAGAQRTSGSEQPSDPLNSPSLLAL
* hit, by the source's call; ? = inconclusive; / = not tested or not shown.

SMILES	NSD2 HMT inh	Wnt bcat act	PvdQ acylase	MITF act	CDK5 p35 inh	HTR5A inv ctr	HTR5A ag ctr	SR-BI HDL uptake	V-ATPase pHluor	dFosB act
COc1ccc(NC(=O)CN(C)CC(=O)Nc2cccc(C(F)(F)F)c2)cc1	/	-2	-12	-8	-1.3	-6	2	-13	2	0
CCOc1cc2[nH]c(=S)n(Cc3ccc(C(=O)NCCN(CC)CC)cc3)c(=O)c2cc1OCC	15	-12	-10	-5	0.1	-9	3	5	-3	25*
CCn1nnnc1SCC(=O)Nc1cc(OC)cc(OC)c1	-1	/	7	7	-1.5	23	-1	15	-1	-5
CC1CC(C)CN(S(=O)(=O)c2ccc3c(c2)CC(C)N3C(=O)C2CC2)C1 (centres undefined)	-2	13	-3	7	1.3	-2	0	1	0	-7
COCCCn1c(=O)c2ccccc2n(CC(=O)N2CCCc3ccccc32)c1=O	-3	2	-6	8	0.8	12	3	2	1	-13
COc1ccc(-n2nnnc2SCC(=O)NCc2ccco2)cc1OC	1	0	3	0	0.3	4	-2	3	-1	2
CCCC(C(=O)OCC)P(=O)(c1ccccc1)c1ccccc1 (centres undefined)	-8	/	-11	-5	1.9	9	-2	-26	2	-5
Cc1[nH]c2ccccc2c1/C=C/c1nc2ccccc2c(=O)[nH]1	-4	-1	12	93*	-0.4	13	2	/	-4	-9
O=C(OCc1ccc(Br)cc1)c1cccc(-c2nnc(-c3ccccc3)o2)c1	-4	/	-5	13	0.9	5	5	-7	-1	1
CC(C)(C)NC(=O)C1CC1(c1ccccc1)c1ccccc1 (centres undefined)	0	3	-21	-7	-1.5	-6	2	9	1	1
Cc1ccccc1-n1c(SCC(=O)NC2CCS(=O)(=O)C2)nc2ccccc2c1=O (centres undefined)	1	-2	6	10	-0.5	13	3	-14	0	-5
O=C(COC(=O)c1ccc(O)cc1O)Nc1cccc2ccccc12	-2	-1	-14	5	-1.3	-11	3	-11	-4	-2
COc1ccc(N(CC(O)Cn2cnc3ccccc32)S(=O)(=O)c2ccc(C)cc2)cc1 (centres undefined)	3	-1	-15	-13	-1.3	8	2	-271	0	-6
Cn1cc(Br)c(C(=O)NN2C(=O)C3C(C2=O)C2C=CC3C23CC3)n1 (centres undefined)	-3	0	-19	0	-0.5	-2	1	-26	0	7
c1ccc2c3n(nc2c1)CCCO3	/	5	-6	-7	-0.2	6	-1	-8	4	4
Fc1ccc(Nc2nc(N3CCOCC3)nc(N3CCOCC3)n2)cc1Cl	-1	-1	-7	51	2.2	-14	-4	53	2	-12
COc1ccccc1NC(=S)N1CCN(c2ccccn2)CC1	-4	/	-8	-2	0.7	3	-1	-12	-1	0
COc1cc(NC(=O)C2=C(C)OCCS2)c(Cl)cc1C(=O)NCCN(C)C	3	2	3	-2	-0.1	2	0	-2	0	2
CCOC(=O)C1CCCN(c2ncnc3c2cnn3-c2cccc(C)c2)C1 (centres undefined)	-4	/	-8	-20	-0.2	-22	4	4	-1	-17
COc1ccc(CNC(=O)Cn2ncn3c(cc4ccccc43)c2=O)cc1	-2	4	2	-9	0.4	-15	5	-6	2	73*
N#CCCN(Cc1cccnc1)S(=O)(=O)c1ccc2ccccc2c1	0	-1	-7	2	-1.1	-5	1	-6	/	2
CC1CCC(NC(=O)C2CC(=O)N(c3ccc4c(c3)OCCO4)C2)CC1 (centres undefined)	3	-1	-3	9	-2.1	0	0	1	3	-5
CCN(CC(=O)Nc1ccccc1C(F)(F)F)C(=O)C1CCC1	-4	0	-24	13	-1.3	-1	0	-28	4	-2
O=C(O)c1cccc(N2C(=O)c3ccc4c5c(ccc(c35)C2=O)C(=O)N(c2cccc(C(=O)O)c2)C4=O)c1	15	1	-6	-1	-5.6	-10	3	-4	1	-6
CCc1ccc(CCC(=O)Nc2ccc(S(N)(=O)=O)cc2)o1	-4	-2	4	9	-0.7	-5	4	8	-2	-5
CN(CCCNC(=O)C1CCN(S(=O)(=O)c2cccc3nsnc23)CC1)Cc1ccccc1	1	/	-9	-1	-1.9	-17	-5	-24	-1	-9
CN1CCC(=C2c3ccccc3C(O)c3ccccc32)CC1 (centres undefined)	46	1	6	4	1.3	-40	11	-18	-2	-5
CCOC(=O)C(C)c1nc2ccccc2[nH]c1=O (centres undefined)	-2	/	-11	-2	2.5	7	-1	-5	0	-7
O=C(COc1ccc(Cl)cc1Cl)NN=C1CCCCC1	0	-1	-2	-17	-0.9	8	-3	-8	-6	-4
CS(=O)(=O)N1CCN(C2CCN(Cc3ccccc3)CC2)CC1	3	-1	-18	1	2.2	-4	4	-3	1	-3
N#Cc1nnn(-c2ccc(Cl)cc2)c1N	-1	/	-6	-9	-0.8	-7	13	7	-2	-8
Cc1cccc(N2C(=O)C3CCCN3C2=S)c1 (centres undefined)	1	-2	2	3	-0.5	-9	3	-14	-2	0
COc1ccc(-n2nnnc2SC(C)C(N)=O)cc1 (centres undefined)	-1	-2	-3	-3	3.8	5	-2	-16	-2	-2
CC(C)OC(=O)CCC1(C(=O)O)CCC(=O)NC1 (centres undefined)	0	0	-16	-6	-0.3	-20	4	-19	-1	-10
CN(CC1CCCN(CCc2cccc(C(F)(F)F)c2)C1)C(=O)c1ccco1 (centres undefined)	4	6	9	-5	0.0	-15	2	40	-1	-3
O=C(Cn1c(=O)oc2ccccc21)NC(=O)NCc1ccccc1	2	/	5	3	0.4	8	-3	-7	3	-2
COc1ccc(OCC(O)Cn2c(N3CCCCC3)nc3c2c(=O)[nH]c(=O)n3C)cc1 (centres undefined)	-1	0	-13	3	1.0	-35	-1	-10	0	-5
CC1CCCCC1NC(=O)NC(=O)COC(=O)c1ccc(OC(F)F)cc1 (centres undefined)	4	1	9	9	0.3	-10	3	-15	-1	-9
Cc1cccc2sc(NC(=O)CCNS(=O)(=O)c3cccs3)nc12	-1	/	-5	-10	-0.2	-27	-1	32	1	-11
Cc1ccc(C(=O)N2CCCC(Nc3ccc(F)cc3)C2)cc1C (centres undefined)	5	0	4	-7	1.8	19	-7	2	2	-6

Compounds shown so far that contain a furan ring, fused or not, in the order listed:
SMILES	NSD2 HMT inh	Wnt bcat act	PvdQ acylase	MITF act	CDK5 p35 inh	HTR5A inv ctr	HTR5A ag ctr	SR-BI HDL uptake	V-ATPase pHluor	dFosB act
COc1ccc(-n2nnnc2SCC(=O)NCc2ccco2)cc1OC	1	0	3	0	0.3	4	-2	3	-1	2
CCc1ccc(CCC(=O)Nc2ccc(S(N)(=O)=O)cc2)o1	-4	-2	4	9	-0.7	-5	4	8	-2	-5
CN(CC1CCCN(CCc2cccc(C(F)(F)F)c2)C1)C(=O)c1ccco1 (centres undefined)	4	6	9	-5	0.0	-15	2	40	-1	-3

The results go on:
SMILES	NSD2 HMT inh	Wnt bcat act	PvdQ acylase	MITF act	CDK5 p35 inh	HTR5A inv ctr	HTR5A ag ctr	SR-BI HDL uptake	V-ATPase pHluor	dFosB act
COc1ccccc1N1CCN(C2CC(=O)N(c3ccc(Cl)cc3)C2=O)CC1 (centres undefined)	-1	-1	-21	/	-1.1	-11	3	-7	-1	-3
COC(=O)c1ccc2[nH]ccc2c1	/	5	-6	14	-2.0	-37	13	-25	-1	2
C[C@@]12C(=O)N(Cc3ccc(Cl)cc3)CC(=O)N1[C@H]1c3ccccc3OC[C@@H]1[C@@H]2c1ccccc1	/	-8	-7	0	0.8	7	-3	1	1	4
CC(C)CC(NS(=O)(=O)c1ccc2c(c1)oc(=O)n2C)C(=O)NCc1cccnc1 (centres undefined)	/	-1	-4	/	-0.5	2	-1	-18	0	1
CCOc1ccc2oc(C(=O)OCC(=O)N3C(C)CCCC3C)c(C)c2c1 (centres undefined)	0	-5	-12	12	2.6	-10	-2	10	-1	-14
Cc1ccc(NC(=O)Nc2ccc(F)cc2F)c(OC(F)F)c1	-2	5	-8	15	-6.2	-15	7	31	1	9
CCC1=NN(C(=O)COc2ccccc2C)C(O)(c2ccncc2)C1 (centres undefined)	1	/	-6	-10	1.6	2	-1	-18	-2	-2
O=C(/C=C/c1ccc(Cl)cc1)NC1CCS(=O)(=O)C1 (centres undefined)	-3	0	1	9	-0.1	1	0	-23	-1	-1
Nn1cc(-c2ccccc2)nc1SCC(=O)N1CCN(S(=O)(=O)c2ccc3ccccc3c2)CC1	-2	/	3	-11	-1.5	-3	1	-9	-3	-2
CC(C)NC(=O)c1ccc(COCC(F)(F)F)cc1	-3	/	-14	-5	-1.6	-5	2	-10	-1	-3
CS(=O)(=O)Nc1cccc(C2=NN(S(C)(=O)=O)C(c3ccc4c(c3)OCO4)C2)c1 (centres undefined)	0	5	-4	3	0.9	9	2	-8	1	-4
COc1ccc2nc(NC(C)=O)sc2c1	/	?	-4	39	-2.2	-15	-1	-6	1	7
CCCc1c(NC(=O)Nc2ccc(Cl)cc2Cl)cnn1-c1ccccc1	-1	-2	-3	/	1.3	/	/	6	-1	?
Cc1[nH][nH]c(=O)c1[C@@H](c1ccccc1[N+](=O)[O-])C(C#N)C#N	6	-3	-6	-10	19	-9	-6	/	-2	-4
CSCCC(NS(=O)(=O)c1ccc(C)cc1)C(=O)NC1CCCCCC1 (centres undefined)	-1	0	-6	1	-1.3	3	-1	-25	2	-5
Cc1ccc(C)c(NC(=O)CCN2CCc3ccccc3C2)c1	2	-5	-4	-2	-0.7	5	-2	-4	-2	-12
Cc1cc(C)c(S(=O)(=O)N2CCN(C(=O)c3cc(=O)[nH]c4ccccc34)CC2)c(C)c1	-1	-6	4	1	1.7	4	-2	-15	1	-3
COc1ccc(C(C)(C)C)cc1NC(=O)CCN1C(=O)NC(C)(C)C1=O	1	-5	-12	0	-11	7	5	17	0	-7
CC1=CCC2C(=O)N(c3ccccc3OC(=O)c3ccccc3F)C(=O)C2C1 (centres undefined)	-2	1	3	-6	1.9	-25	-3	-24	-2	0
Cc1cccc2cc(CN(CCN3CCOCC3)C(=O)Nc3ccccc3F)c(=O)[nH]c12	-4	0	-7	-2	/	21	4	-4	1	-10
Cc1ccc(OC(=O)c2ccc(C)c(C)c2)cn1	-1	1	-21	12	-2.3	-14	8	7	-3	-15
NCCCCCC(=O)Nc1ccncc1	0	-1	-27	0	1.4	29	-2	6	4	-4
Cc1nccn1C[C@@H]1CCc2c(c3ccccc3n2C)C1=O	/	0	-9	-1	0.1	16	-5	-1	-3	5
CCOC(=O)CNC(=O)CSc1nnnn1-c1ccc(C)c(C)c1	-1	/	10	-1	0.8	-16	4	-29	3	2
Cc1cc(C)n(C(=O)CCCCCCCC(=O)n2nc(C)cc2C)n1	-4	/	-8	-15	1.5	-27	11	16	3	-1
C/C(=C\C(=O)c1cccnc1)Nc1ccc(C(=O)O)cc1	3	/	-4	/	1.5	-11	4	-5	-5	-2
CCCCOCCCNC(=O)c1cccs1	-1	/	-1	11	1.2	-10	4	13	-1	-4
COc1ccccc1NC(=O)c1ccccc1NC(=O)c1cc(Cl)ccc1NC(=O)c1ccco1	1	-5	-10	-2	0.2	21	-8	45	6	3
CN(C)c1ccc(C(=O)Nc2nc3c(s2)CCCC3)cc1	/	23	-13	-14	0.8	10	-4	84*	-1	-12
O=C(N/N=C\c1cccc(F)c1)c1ccc(-c2ccccc2)cc1	4	4	-6	27	0.7	5	-2	25	-8	-4
O=C(CCn1c(=S)oc2ccccc21)NC1CCCCCCC1	1	4	-9	-1	-0.1	-2	1	-23	6	3

Assay outcomes as filed in PubChem.
